CHT PAM: CHT positive allosteric modulators, primary screen, cell-based, membrane potential dye, choline EC20; High affinity choline transporter 1 (Homo sapiens), Q9GZV3; CHT-expressing cells; stronger effect = higher value; LV-AA mutant CHT in HEK293 cells; B-score at 10 µM; actives 0.49% (n = 310,000);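 active means initial fluorescence not abnormally high and integrated response B-score, plate-corrected, over 3 SD above library mean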
Target sequence (Q9GZV3 whole entry, looked up): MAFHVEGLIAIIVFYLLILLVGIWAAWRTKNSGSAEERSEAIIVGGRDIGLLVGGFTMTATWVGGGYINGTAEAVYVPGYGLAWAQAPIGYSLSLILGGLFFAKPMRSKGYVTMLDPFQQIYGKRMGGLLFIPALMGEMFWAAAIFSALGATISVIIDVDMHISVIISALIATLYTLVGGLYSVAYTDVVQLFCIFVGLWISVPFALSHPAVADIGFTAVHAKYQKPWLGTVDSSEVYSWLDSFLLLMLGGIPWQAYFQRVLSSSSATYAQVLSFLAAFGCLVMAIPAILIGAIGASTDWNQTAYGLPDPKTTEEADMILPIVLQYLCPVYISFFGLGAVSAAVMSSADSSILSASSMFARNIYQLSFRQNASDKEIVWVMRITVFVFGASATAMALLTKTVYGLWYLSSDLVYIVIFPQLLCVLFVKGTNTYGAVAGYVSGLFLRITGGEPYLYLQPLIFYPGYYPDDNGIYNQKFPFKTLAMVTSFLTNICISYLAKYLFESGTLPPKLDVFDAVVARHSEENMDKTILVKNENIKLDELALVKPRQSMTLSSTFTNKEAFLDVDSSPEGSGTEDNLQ
OX1R antagonist: OX1R (HCRTR1) antagonists, primary screen, fluorescence, CHO/OX1R cells, Fluo-8 calcium, orexin A; Fluo-8 calcium fluorescence; inhibition, % at 5 µM; actives 0.43% (n = 330,000); Orexin/Hypocretin receptor type 1 (Homo sapiens), O43613;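 active means inhibition above its plate's threshold, mean inhibition of all tested compounds on the plate plus 3 SD, cut at about 37% in these data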;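 further: 0% = orexin A challenge wells and 100% = SB-334867-A antagonist wells; not every result past the cut was called active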
Target sequence (O43613 whole entry, looked up): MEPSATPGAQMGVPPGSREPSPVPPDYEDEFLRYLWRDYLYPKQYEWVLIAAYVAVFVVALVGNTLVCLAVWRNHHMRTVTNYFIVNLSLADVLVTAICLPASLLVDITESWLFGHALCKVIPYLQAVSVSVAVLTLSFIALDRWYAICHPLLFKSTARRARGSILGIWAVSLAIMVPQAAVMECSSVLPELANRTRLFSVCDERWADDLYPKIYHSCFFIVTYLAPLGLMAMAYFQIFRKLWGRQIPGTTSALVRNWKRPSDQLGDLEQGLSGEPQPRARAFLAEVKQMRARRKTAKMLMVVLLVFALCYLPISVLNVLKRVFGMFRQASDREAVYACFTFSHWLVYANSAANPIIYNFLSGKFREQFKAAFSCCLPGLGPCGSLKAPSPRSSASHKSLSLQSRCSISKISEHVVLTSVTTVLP
An asterisk follows results filed as active; i = inactive; . = no result given.

SMILES	CHT PAM	OX1R antagonist
CCOC(=O)c1c(NC(=O)CN(CC)CC)sc2c1CCN(C(=O)OCC)C2	i	-45
COc1ccccc1S(=O)(=O)CC(O)COc1ccc(F)cc1Cl (stereo not given)	i	-12
O=C(NC1CCCCC1)C(c1ccc(F)cc1)N(C(=O)c1cccs1)c1ccc2c(c1)OCO2 (stereo not given)	i	-13
CCc1c(C)[nH]c2ccc(C)cc2c1=O	i	-13
COc1ccccc1CNC(=O)c1cc2ccccc2oc1=O	i	-30
Cc1nnc(SCC(=O)c2c(N)n(C3CC3)c(=O)[nH]c2=O)n1C	.	0
O=C(Cn1cnc2c(nnn2-c2ccccc2)c1=O)N1CCOCC1	i	-25
Cc1nn(C(C)(C)C)c(NC(=O)c2ccc(Cl)cc2)c1Br	i	-34
Cc1cc(=O)oc2cc(OCC(=O)NCc3ccccn3)ccc12	i	-2
O=C(O)COc1ccc(NC(=O)c2cccs2)cc1	i	-18
O=C(NCc1nc2ccccc2[nH]1)C1=C[C@@H](c2csc3ccccc23)C[C@@H](OCc2ccc(CO)cc2)O1	i	-17
O=c1c2ccccc2n2nnnc2n1-c1ccccc1	i	-20
CCOC(=O)C[C@H]1c2cc(F)ccc2S(=O)(=O)N1C(C)C	i	-11
CN(C)CCN1C(=O)c2ccccc2C1=O	.	3
CCOc1ccc(NC(=O)NCc2cccnc2)cc1	i	-1
C/C(=N\NC(N)=S)c1ccc(Cl)s1	i	11
Cn1c(CN2CCCCC2)nc2cc(NS(=O)(=O)c3ccc(F)cc3)ccc21	i	-13
Cc1ccc(NC(=O)COC(=O)c2cc(Cl)cc(Cl)c2)c(Br)c1	i	-3
CCOC(=O)N1CCC(=NNc2ccc(S(=O)(=O)N3CCOCC3)cc2[N+](=O)[O-])CC1	i	1
O=C(NCCN1CCOCC1)C1CCC(=O)N1Cc1ccc(F)cc1 (stereo not given)	i	-3
COc1cccc(NC(=O)CCSc2nnc3scc(-c4ccccc4)n23)c1	i	-15
Cc1nc(SC(C)C(=O)c2c(N)n(C)c(=O)n(C)c2=O)c2c(C)c(C)sc2n1 (stereo not given)	i	-21
O=C(NCc1ccco1)C1CC(=O)N(c2cccc(Cl)c2)C1 (stereo not given)	i	8
CC(=O)Nc1ccc(OCC(O)Cn2ccnc2C)cc1 (stereo not given)	i	-6
CC(C)N(CCNC(=O)C1CCCN(c2ncnc3c2nc2n3CCCCC2)C1)Cc1ccccc1 (stereo not given)	i	-2
Cn1nc(-c2ccccc2)c(CSc2ccccc2)c1Cl	i	-30
C/C(=N\Nc1ncc(Cl)cc1Cl)c1ccc(N2CCOCC2)cc1	i	-6
CSc1nc2ccc(S(=O)(=O)NC3CCCCC3)cc2s1	i	-6
COC(=O)CCSc1nc(N2CCOCC2)c2c(c1C#N)CC(C)(C)OC2	i	-19
CC(=O)c1c(C)oc2c1C(=O)c1ccccc1C2=O	i	-10
COc1ccc(NC(=O)C2CCC2)cc1S(=O)(=O)N1CCOCC1	.	5
COc1ccc(CNC(=O)COC(=O)CCC(=O)c2cccs2)cc1	i	-7
COc1ccc(-c2c3c(nc4sc5c(=O)[nH]c(C)nc5c24)CCC3)cc1	i	-8
O=C(N1CCCCC1)N1CCC(c2nc3ccccc3[nH]2)CC1	i	-15
O=C(COC(=O)c1cc([N+](=O)[O-])ccc1NCCO)Nc1cccc(S(=O)(=O)N2CCCC2)c1	i	-14
O=C(CN1C(=O)NC2(CCCC2)C1=O)Nc1cc(S(=O)(=O)N2CCOCC2)ccc1OCC(F)(F)F	i	-10
CC(C)(C)NC(=O)c1cc(NC(=O)c2ccco2)cc(NC(=O)c2ccco2)c1	i	-13
COc1cc(OC)cc(C(=O)O/N=C(\N)c2cccc(C)c2)c1	i	-31
CCCC1=Nc2cc(C(=O)NCc3ccco3)ccc2Sc2ccccc21	i	-30
CCCn1nc(Oc2nc(N(C)C)nc(N(C)C)n2)ccc1=O	i	-7
O=C(c1cc(S(=O)(=O)N2CCOCC2)ccc1F)N(CCc1ccccc1)Cc1ccccc1	i	-14
CN(Cc1cn(C)nc1-c1cccc(Cl)c1)CC1CCCCO1 (stereo not given)	i	-28
O=C(Nc1ccc(Br)cc1)/C(=C/c1cccc([N+](=O)[O-])c1)NC(=O)C1CCCCC1	i	-23
CC1CN(C(=O)c2cc(S(=O)(=O)N3CCCC3)c(Cl)cc2Cl)CC(C)O1 (stereo not given)	i	-10
CCC(CC)c1nnc(NC(=O)CCc2ccccc2OC)s1	i	-12
O=S(=O)(NCCc1ccccn1)c1cc(Cl)cc(Cl)c1O	.	6
O=S(=O)(c1ccc(Nc2ccc3c(c2)OCO3)nc1)N1CCOCC1	i	-11
COc1ccc(S(=O)(=O)N(CCc2ccccc2)CC(=O)O)cc1OC	i	5
COCCNC(=O)c1cccc(Nc2nc(-c3ccccc3)c3cc(Cl)ccc3n2)c1	i	-41
C#CCN1CC(C)/C(=N/O)CC1C (stereo not given)	i	9
CCOCCCNC(=O)c1ccc(NC(=O)C2=CSCCO2)cc1	i	-14
O=C(CSc1ccc2nnc(-c3ccccc3)n2n1)NCc1ccc2c(c1)OCO2	i	1
Cc1[nH]c2ccc(F)cc2c(=O)c1SC(F)(F)C(F)F	i	-6
COc1ccc(NC(=O)c2cccnc2)cc1	i	-8
Cn1c(SCc2cccc(Br)c2)nnc1-c1ccncc1	i	-6
O=C(NCc1n[nH]c(=S)n1-c1ccc(Cl)c(Cl)c1)c1ccc(S(=O)(=O)N2CCOCC2)cc1	i	-8
CCOC(=O)C1CCCN(C(=O)COC(=O)c2cc(=O)c3ccccc3o2)C1 (stereo not given)	i	-13
O=C(NNC(=O)c1cc2c(s1)CCCC2)c1ccccc1	i	3
CC(=O)c1c(C)[nH]c(C(=O)OCc2ccc([N+](=O)[O-])cc2)c1C	i	-28
Cc1ccccc1NC(=O)NCCc1c[nH]c2ccccc12	i	-2

Continued:
SMILES	CHT PAM	OX1R antagonist
CCCC(C)C(=O)Nc1cc(S(=O)(=O)N2CCCCC2)ccc1N1CCOCC1 (stereo not given)	.	-27
CCCCN(C(=O)c1ccc(C#N)cc1)c1c(N)n(CCC)c(=O)[nH]c1=O	i	-13
COCCN(C(=O)C(C)C)c1nnc(-c2cccc(C)c2)s1	i	-20
COC(=O)c1cc(S(=O)(=O)Nc2cccc(C)c2C)cn1C	i	-17
CCn1c(N)c(C(=O)NCc2ccco2)sc1=S	i	-10
Cc1ccc(NC(=S)NC(=O)/C=C/c2ccco2)c(O)c1	i	-11
COc1ccc(NC(=O)Cc2nnc(SCC(=O)Nc3cc(C)ccc3OC)n2C)cc1	i	-21
CCN(C(=O)COC(=O)/C=C/c1ccc(O)c(OC)c1)C1CCS(=O)(=O)C1 (stereo not given)	i	-16
O=C(NCCCn1ccnc1)/C(=C/c1ccco1)NC(=O)c1cccs1	i	-14
Cc1cccc(S(=O)(=O)Nc2ccc3c(c2)OCCO3)c1	i	8
Clc1ccc(OCCSc2nnnn2C2CCCCC2)cc1	i	-28
COc1ccc(NC(=O)COC(=O)c2ccc(-n3nc(C)cc3C)cc2)cc1OC	.	-8
COc1ccc(/C=C(/NC(=O)c2ccc([N+](=O)[O-])cc2)C(=O)NC(C)(C)C)cc1	i	-16
O=C(O)CCCC(=O)N(Cc1ccccc1)Cc1ccccc1	i	-16
CC(=O)NC12CC3CC(C1)CC(C(=O)OCC(=O)c1cc(C)n(C)c1C)(C3)C2	.	-21

Quoted from the listing:
CCCCN(C(=O)c1ccc(C#N)cc1)c1c(N)n(CCC)c(=O)[nH]c1=O | OX1R antagonist: -13
CC(=O)NC12CC3CC(C1)CC(C(=O)OCC(=O)c1cc(C)n(C)c1C)(C3)C2 | OX1R antagonist: -21

The listing continues.
SMILES	CHT PAM	OX1R antagonist
Cn1cccc1Cc1nnc(SCC(=O)Nc2ccc3c(c2)OCO3)n1-c1ccc(F)cc1	i	-11
Cc1cc(C)nc(SCCS(=O)Cc2ccc(Cl)cc2)n1 (stereo not given)	i	-30
CCOC(=O)c1ccc(NC(=S)Nc2ccccn2)cc1	i	-21
Cc1cc(-c2cccc(Br)c2)c(C#N)c(N)n1	i	-22
COc1ccc(/C=c2/sc3n(c2=O)C(c2ccccc2OC)C2=C(N=3)c3ccccc3CC2)cc1O (stereo not given)	i	-14
Cn1cc(C(=O)NCc2ccccc2F)cn1	i	2
Cc1cc[n+]2c3c(cccc13)CCC2	11*	-3
COc1cc(C)c(Br)cc1S(=O)(=O)NCCCN1CCOCC1	i	6
Cc1cc(C)n2nc(SCC(=O)c3cc(C)n(CC4CCCO4)c3C)nc2n1 (stereo not given)	i	-13
CNc1oc(-c2ccccc2)nc1C#N	i	-4
O=C(Nc1cccc(Cl)c1N1CCCCC1)c1ccc2c(c1)OCCO2	i	-31
Cc1ccc(C)c(N(CC(=O)NC2CCCC2)S(=O)(=O)c2ccccc2)c1	i	-11
CCOc1ccc(-c2nc(-c3ccccc3C)no2)cc1	i	-11
Cc1cccc(N2C(=O)CCC2=O)c1	i	-6
COc1ccc(S(=O)(=O)N2CCOCC2)cc1NC(=O)CSc1ncnc2ccccc12	i	-20

Random excerpt: seven entries already listed, in no set order.
SMILES	CHT PAM	OX1R antagonist
CCOc1ccc(-c2nc(-c3ccccc3C)no2)cc1	i	-11
COc1ccc(S(=O)(=O)N2CCOCC2)cc1NC(=O)CSc1ncnc2ccccc12	i	-20
Cn1cc(C(=O)NCc2ccccc2F)cn1	i	2
COc1ccc(/C=c2/sc3n(c2=O)C(c2ccccc2OC)C2=C(N=3)c3ccccc3CC2)cc1O (stereo not given)	i	-14
Cc1cc(-c2cccc(Br)c2)c(C#N)c(N)n1	i	-22
COc1cc(C)c(Br)cc1S(=O)(=O)NCCCN1CCOCC1	i	6
CCOC(=O)c1ccc(NC(=S)Nc2ccccn2)cc1	i	-21

Continued.
SMILES	CHT PAM	OX1R antagonist
NNC(=O)c1ccc(COc2ccccc2)cc1	i	-25
Cc1ccc(C(=O)CCC(=O)Nc2ccccc2C)cc1C	i	.
O=C(Cn1ncc2c3ccccc3n(Cc3ccccc3)c2c1=O)NC1CCCC1	i	-13
O=C(Nc1ccc(F)cc1)N1CCN2C(=O)c3ccccc3C12c1ccccc1 (stereo not given)	i	-4
CCOC(=O)N1CCN(C(=O)C2CCCN(S(=O)(=O)c3ccc(F)cc3)C2)CC1 (stereo not given)	i	-15
CC(C)(C)c1ccc(OCC(=O)N2CCN(C=O)CC2)cc1	i	1
COc1ccc(Cl)cc1NC(=O)C(=O)NC1CCCCCC1	i	-12
Cc1nnsc1SCC(=O)O	i	4
COc1ccc(S(=O)(=O)NCC(=O)N(Cc2ccco2)C(C(=O)NC(C)(C)C)C(C)C)cc1 (stereo not given)	i	-24
Cc1cc(C)c(C)c(OCCn2ccnc2)c1	i	-10
Cc1ccc(-c2noc(CCC(=O)Nc3ccccc3N3CCN(C)CC3)n2)cc1	i	-41
CCc1nccn1S(=O)(=O)c1ccc(Br)cc1Br	i	-16
CC(C)c1cc(C(=O)O)n[nH]1	i	2
COc1ccc(Cl)cc1C(=O)OCC(=O)c1ccc[nH]1	.	-21
COc1ccnc(N2CCN(c3cccc(C(F)(F)F)c3)CC2)c1C#N	i	-7
COc1ccc(NC(=O)c2oc3ccccc3c2NC(=O)c2ccc3c(c2)OCO3)cc1	i	-18
O=[N+]([O-])c1ccc2nc(-c3ccccc3)cc(-c3ccccc3)c2c1	i	-27
C#CCNC(=O)[C@H](Cc1ccc(C(=O)c2ccccc2)cc1)NC(=O)OC(C)(C)C	i	-41
Cn1c(SCC(=O)c2ccccc2)nnc1-c1cccnc1	i	-18
CN1C(=O)c2ccc(NC(=O)C3CC3)cc2C1=O	i	7
CCSC(=O)NC1CCCCC1	i	-7
CC1CCC(C(C)C)C(OCC(O)CN2CCOCC2)C1 (stereo not given)	i	-11
COc1ccc(CC(=O)N2CCN(c3cccc(Cl)c3)CC2)cc1OC	i	-18
COc1ccc(NC(=O)c2cncc(Br)c2)cc1S(N)(=O)=O	i	-14
Cc1cccc(OCC(O)CN2CCN(CCN3C(=O)c4cccc5cccc(c45)C3=O)CC2)c1C (stereo not given)	i	-43
O=C1CCC(C(=O)OCC(=O)c2c[nH]c3ccccc23)=NN1	i	-5
COC(=O)c1cnc(Nc2ccc(Cl)cc2)c([N+](=O)[O-])c1	i	-22
O=C(Nc1nc(-c2ccccc2)cs1)c1ccc(N2CCOCC2)c([N+](=O)[O-])c1	i	38
COc1cc(CCCN2C(=O)C(=O)NC[C@@H]2CCCCN)cc(OC)c1OC	i	6
O=C(N/N=C1\CCCc2ccccc21)c1ccccc1[N+](=O)[O-]	i	-6

Seven of the compounds above, as a markdown table:
| mol | CHT PAM | OX1R antagonist |
| --- | --- | --- |
| COCCN(C(=O)C(C)C)c1nnc(-c2cccc(C)c2)s1 | i | -20 |
| COC(=O)c1cc(S(=O)(=O)Nc2cccc(C)c2C)cn1C | i | -17 |
| CCn1c(N)c(C(=O)NCc2ccco2)sc1=S | i | -10 |
| Cc1ccc(NC(=S)NC(=O)/C=C/c2ccco2)c(O)c1 | i | -11 |
| COc1ccc(NC(=O)Cc2nnc(SCC(=O)Nc3cc(C)ccc3OC)n2C)cc1 | i | -21 |
| CCN(C(=O)COC(=O)/C=C/c1ccc(O)c(OC)c1)C1CCS(=O)(=O)C1 (stereo not given) | i | -16 |
| O=C(NCCCn1ccnc1)/C(=C/c1ccco1)NC(=O)c1cccs1 | i | -14 |

More results.
SMILES	CHT PAM	OX1R antagonist
CC(=O)c1ccc(N2CCN(C(=O)C3CCN(S(=O)(=O)c4ccc5c(c4)CC(C)N5C(=O)C4CC4)CC3)CC2)cc1 (stereo not given)	i	-3
CC(C)Cn1c(Cc2ccccc2)n[nH]c1=S	i	-9
O=C(O)c1cccc(N/N=C/c2ccc(F)c(F)c2)c1	i	0
COc1cccc(Cn2c(=S)[nH]c3ccc(N4CCOCC4)cc3c2=O)c1	i	-25
CCCCNC(=S)NNC(=O)c1c(Cl)c(C)nn1C	i	-3
CCOC(=O)c1sc(=NC(=O)COc2ccccc2)n(C)c1C	i	-12
C/C(=N\S(=O)(=O)c1ccc(C)cc1)N1CCN(S(=O)(=O)c2ccccc2)C1C(C)C (stereo not given)	i	37

Screening data (PubChem)
